TDP-43 yeast inh: rescues yeast growth from TDP-43 toxicity; TDP-43 expressing yeast growth rescue, BacTiter-Glo, 24 h; Potency, µM (doses to about 46.1 µM), for inactives: at the top dose growth rescue (activation), actives largely listed as activators; actives 1.8% (n = 410,000); AID 652104; note: % of control where 0% means no effect; nearly all actives have a fitted effect of over 50% in size
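Luminescence from BacTiter-Glo reports growth of TDP-43-expressing yeast after 24 hr at 30 deg C with compound. Cells were raffinose-pregrown to mid-log, then seeded in galactose medium at OD600=0.02.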
SW480 rereplic: inducers of DNA re-replication in SW480 colon cancer cells | SW480 DNA re-replication, Hoechst DNA content imaging, 48 h | Potency, µM (doses to about 46.1 µM), inactives show at the highest dose re-replication activation, usual class: activators | actives 1.8% (n = 340,000) | AID 624297; note: % of control where 0% means no effect; nearly all actives have a fitted effect of over 55% in size
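Per well, 250 cells were exposed to pinned compound for 48 hr. Nuclear DNA was visualised with Hoechst (40 min, 37 C) and total object intensity recorded by fluorescence scanning.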
HT1080-NT tox: kills 2HG-producing HT-1080-NT fibrosarcoma cells; AID 686970; Potency, µM (series often up to 46.1 µM), for inactives: top-dose activity, negative = less viability, usual class: cytotoxic; actives 1.6% (n = 360,000); HT-1080-NT fibrosarcoma viability, CellTiter-Glo ATP luminescence, 48 h;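 note: NT is the 2HG producing partner of a matched IDH1 knockdown line; 0% = DMSO-treated cells and -100% = media-only wells without cells; nearly all actives have a fitted effect of over 55% in size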
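Compounds were tested in concentration-response format on HT-1080-NT cells for 48 hours at 37 degrees C. Cell viability came from CellTiter-Glo luminescence; curves were classified by r2, response magnitude and activity.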
HEK293 tox: cytotoxicity counter-screen for GLP-1 receptor inverse agonists | HEK293 cAMP-luciferase reporter cells, luminescence, 24 h | actives 0.13% (n = 410,000) | Potency, µM (highest dose often 38.3 µM), without a hit: top-dose activity change, negative = inhibition, hits mostly inhibitors;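 note: loss of luciferase light is scored as toxicity; % is set by controls: 0 for no effect and ±100 for the full control effect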
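Step one: seed cells (200 cells/uL, DMEM with 10% Nu serum, 1% pen-strep). Step two: 12-hour incubation at 37 deg C. Step three: pin 23 nL compound, incubate 24 hr. Step four: add luciferase reagent, read luminescence 12 min later.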
KB-V1 MDR tox: kills drug-selected multidrug resistant KB-V1 cells; KB-V1 MDR cells viability, CellTiter-Glo, 72 h; actives 3.4% (n = 400,000); Potency, µM (highest dose often 46.1 µM), for inactives: top-dose activity change, negative = cytotoxicity, most hits filed as cytotoxic; note: % is set by controls: 0 for no effect and ±100 for the full control effect; nearly all actives have a fitted effect of over 60% in size
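KB-V1 cells (P-gp-expressing MDR subline of KB-3-1) in phenol-red-free DMEM with 10% FBS were exposed to library compounds over a concentration series for 72 h at 37 degrees C. Viability read by CellTiter-Glo luminescence; concentration-effect curves fitted after normalization.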
GLP1R ag: agonists of human GLP-1 receptor; AID 624172; actives 0.007% (n = 380,000); Potency, µM (titrated, usually from 45.6 µM), without a hit: top-dose activation, most hits filed as activators; P43220; HEK293 GLP-1R CRE-luciferase, luminescence, 4-6 h; cells express a hypersensitive GLP-1R form; note: % of control where 0% means no effect
Target sequence (P43220 whole entry, looked up): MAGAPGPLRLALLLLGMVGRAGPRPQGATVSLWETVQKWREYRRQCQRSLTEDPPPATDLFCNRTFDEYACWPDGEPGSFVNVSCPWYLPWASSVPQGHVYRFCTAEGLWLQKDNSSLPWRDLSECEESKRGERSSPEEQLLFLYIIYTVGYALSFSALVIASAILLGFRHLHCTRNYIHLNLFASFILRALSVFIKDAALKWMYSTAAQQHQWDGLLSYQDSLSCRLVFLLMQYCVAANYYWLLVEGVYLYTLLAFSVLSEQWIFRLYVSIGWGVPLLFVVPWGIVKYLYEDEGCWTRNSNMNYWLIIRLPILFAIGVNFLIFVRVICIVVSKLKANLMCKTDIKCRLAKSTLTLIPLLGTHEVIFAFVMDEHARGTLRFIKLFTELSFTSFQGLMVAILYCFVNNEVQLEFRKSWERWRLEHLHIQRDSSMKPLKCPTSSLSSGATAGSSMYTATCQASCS
KB-3-1 tox: KB-3-1 parental cell cytotoxicity | actives 1.4% (n = 400,000) | Potency, µM (series often up to 46.1 µM), inactives show at the highest dose activity change, negative = cytotoxic, hits mostly cytotoxic | KB-3-1 viability, CellTiter-Glo ATP luminescence, 72 h; note: % is set by controls: 0 for no effect and ±100 for the full control effect; nearly all actives have a fitted effect of over 60% in size
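72 h, 37 °C compound treatment of KB-3-1 parental cells; CellTiter-Glo added, 10 min, luminescence read. Data corrected against DMSO-only plates and normalized before curve fitting.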
GLP1R inv ag: acts as inverse agonist at human GLP-1 receptor. P43220. HEK293 GLP-1R CRE-luciferase, luminescence, 24 h; GLP-1R form is constitutively active. Potency, µM (top dose mostly 38.3 µM), inactives show top-dose activity change, negative = inhibition, hits mostly inhibitors. actives 1.6% (n = 410,000); note: % is set by controls: 0 for no effect and ±100 for the full control effect; nearly all actives have a fitted effect of over 55% in size
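Cells are plated, allowed 12 hours at 37 deg C, then treated with compounds for 24 hr before luciferase detection reagent is added and luminescence is read after 12 min at room temperature. The HEK293 line carries constitutively active GLP-1R with a cAMP-responsive reporter.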
HT1080 IDH1KD tx: kills HT-1080 cells with IDH1 knockdown; HT-1080 IDH1 knockdown viability, ATP luminescence, 48 h; Potency, µM (series often up to 46.1 µM), inactives show at the highest dose activity, negative = toxicity, most hits filed as cytotoxic; actives 2% (n = 360,000); AID 686971;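 note: 0% = DMSO wells and -100% = cell-free medium wells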
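Assay cells: HT-1080 with IDH1 knockdown, 750 per well, RPMI/5% FBS. Exposure: 48 h at 37 °C following 2 h pre-incubation. Read: CellTiter-Glo luminescence; fitted concentration-response, curve class assigned.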
* hit, by the source's call; [ ] = another dose, or the depositor's remark. Calls come from the whole dose curve; as a rule, active = well fitted curve in the direction sought with a large enough effect; inconclusive = small, poorly fitted or top-dose-only effect, or another doubt; inactive = no such curve, though single readings can be large; an effect the other way counts as inactive or inconclusive. Potency is the fitted concentration of half-maximal effect.

CCCCC(O)(CCCC)C(=O)NNc1ccccc1 was read as TDP-43 yeast inh 21%, SW480 rereplic 12%, HT1080-NT tox -22%, HEK293 tox -17%, KB-V1 MDR tox -23%, GLP1R ag -4%, KB-3-1 tox -2%, GLP1R inv ag inconclusive and HT1080 IDH1KD tx -26%.
`CCCCOC(=O)c1ccc(NC(=O)C(=O)CC(=O)c2ccc(OC)cc2)cc1` gave TDP-43 yeast inh -12%, SW480 rereplic 0%, HT1080-NT tox -5%, HEK293 tox -5%, KB-V1 MDR tox inconclusive, GLP1R ag 12%, KB-3-1 tox inconclusive, GLP1R inv ag 14% and HT1080 IDH1KD tx -21%.
CCOC(=O)C(NC(=O)Nc1ccc(F)cc1F)(Oc1ccc(F)cc1)C(F)(F)F (centres undefined) was read as TDP-43 yeast inh 14%, SW480 rereplic -3%, HT1080-NT tox 15%, HEK293 tox 18%, KB-V1 MDR tox inconclusive, GLP1R ag -1%, KB-3-1 tox 5%, GLP1R inv ag 38% and HT1080 IDH1KD tx 11%.
For CCCCC[C@H](O)/C=C/C1=C(CCCCCCC(=O)O)C(=O)CC1 the results were TDP-43 yeast inh inconclusive, SW480 rereplic inconclusive, HT1080-NT tox -8%, HEK293 tox 6%, KB-V1 MDR tox 5%, GLP1R ag 5%, KB-3-1 tox 0%, GLP1R inv ag 18% and HT1080 IDH1KD tx -2%.
`Cc1[nH][nH]c(=O)c1C(c1c(C)[nH][nH]c1=O)c1cn(Cc2ccccc2Cl)c2ccccc12` gave TDP-43 yeast inh 27%, SW480 rereplic 16µM*, HT1080-NT tox inconclusive, HEK293 tox -38%, KB-V1 MDR tox 18µM*, GLP1R ag 10%, KB-3-1 tox 7.3µM*, GLP1R inv ag inconclusive and HT1080 IDH1KD tx 18µM*.
For COC(=O)c1cc(OC)c(OC)cc1NC(=O)CCNC(=O)c1ccco1 the results were TDP-43 yeast inh -10%, SW480 rereplic -4%, HT1080-NT tox 3%, HEK293 tox -11%, KB-V1 MDR tox -30%, GLP1R ag 13%, KB-3-1 tox 20%, GLP1R inv ag 41%[activator] and HT1080 IDH1KD tx 8%.
Screening CCOC(=O)CCNC(C(=O)OCC)c1ccccc1 (centres undefined) returned TDP-43 yeast inh 3%, SW480 rereplic -4%, HT1080-NT tox 15%, HEK293 tox -4%, KB-V1 MDR tox -1%, GLP1R ag 0%, KB-3-1 tox -4%, GLP1R inv ag -4% and HT1080 IDH1KD tx 10%.
Cn1c(=O)c2c(ncn2CC(=O)Nc2cccc(Cl)c2Cl)n(C)c1=O was read as TDP-43 yeast inh 15%, HEK293 tox 4%, KB-V1 MDR tox 8%, KB-3-1 tox 0% and GLP1R inv ag -5%.
`COc1cccc(CNC(=S)Nc2cccc(Cl)c2C)c1` gave TDP-43 yeast inh 18µM*, SW480 rereplic -1%, HT1080-NT tox -19%, HEK293 tox inconclusive, KB-V1 MDR tox -25%, GLP1R ag 0%, KB-3-1 tox 1%, GLP1R inv ag inconclusive and HT1080 IDH1KD tx -18%.
`COc1ccccc1NC(=O)CSc1ncnc2c1oc1ccccc12` gave TDP-43 yeast inh 23%, SW480 rereplic -3%, HT1080-NT tox -17%, HEK293 tox -6%, KB-V1 MDR tox -4%, GLP1R ag 11%, KB-3-1 tox 15%, GLP1R inv ag 3% and HT1080 IDH1KD tx inconclusive.
For NNC(=O)c1ccc2nc(-c3ccc(Br)cc3)cn2c1 the results were TDP-43 yeast inh -16%, SW480 rereplic inconclusive, HT1080-NT tox 18µM*, HEK293 tox 7%[7.66 µM], KB-V1 MDR tox -15%, GLP1R ag 4%, KB-3-1 tox 0%, GLP1R inv ag 23%[7.66 µM] and HT1080 IDH1KD tx inconclusive.
`CCCc1cc(=O)[nH]c2nnc(SCC(=O)NC3CCCCC3)n12` gave TDP-43 yeast inh 15%, SW480 rereplic -1%, HT1080-NT tox 10%, HEK293 tox -3%, KB-V1 MDR tox inconclusive, GLP1R ag -10%, KB-3-1 tox -4%, GLP1R inv ag 1% and HT1080 IDH1KD tx 4%.
Screening CCOc1ccc(N2C(=O)CC(SC(=NC)Nc3ccc4c(c3)OCO4)C2=O)cc1 (centres undefined) returned TDP-43 yeast inh 7%, SW480 rereplic -1%, HT1080-NT tox -11%, HEK293 tox -6%, KB-V1 MDR tox -6%, GLP1R ag -5%, KB-3-1 tox 5%, GLP1R inv ag -33% and HT1080 IDH1KD tx -25%.
For CC1C(=O)Nc2ccc(S(=O)(=O)N3CCN(c4ccccc4F)CC3)cc2NC1=O (centres undefined) the results were TDP-43 yeast inh 9%, SW480 rereplic -4%, HT1080-NT tox -15%, HEK293 tox 2%, KB-V1 MDR tox 24%, GLP1R ag -6%, KB-3-1 tox -20%, GLP1R inv ag -27% and HT1080 IDH1KD tx -5%.
`CCn1c(CNC(=O)Cc2ccc(OC)cc2)nnc1SCC(=O)Nc1ccc(C(=O)O)cc1` gave TDP-43 yeast inh -3%, SW480 rereplic 2%, HT1080-NT tox 8%, HEK293 tox -7%, KB-V1 MDR tox 13%, GLP1R ag 4%, KB-3-1 tox -7%, GLP1R inv ag -29% and HT1080 IDH1KD tx 8%.
Screening CC(=O)Cc1nsc(NC(=O)c2ccco2)n1 returned TDP-43 yeast inh -17%, SW480 rereplic 0%, HT1080-NT tox 3%, HEK293 tox -12%, KB-V1 MDR tox 27%, GLP1R ag -9%, KB-3-1 tox 3%, GLP1R inv ag -7% and HT1080 IDH1KD tx 6%.
CC(=O)N1CC=C2C(C#N)=C(N)C(C#N)(C#N)[C@H](c3ccoc3)[C@H]2C1 was read as TDP-43 yeast inh -19%, SW480 rereplic 7%, HT1080-NT tox -3%, HEK293 tox 42%[activator], KB-V1 MDR tox 12%, GLP1R ag 1%, KB-3-1 tox 1%, GLP1R inv ag 0% and HT1080 IDH1KD tx 3%.
`Cc1nn2c(C)c(C(=O)NCc3ccco3)cnc2c1-c1ccccc1` gave TDP-43 yeast inh inconclusive, HEK293 tox -8%, KB-V1 MDR tox -17%, KB-3-1 tox 0% and GLP1R inv ag 9%.
O=C(Nc1ccc(Cl)cn1)c1cnn2cccnc12 was read as TDP-43 yeast inh 1%, SW480 rereplic -5%, HT1080-NT tox 10%, HEK293 tox -6%, KB-V1 MDR tox -21%, GLP1R ag 1%, KB-3-1 tox 2%, GLP1R inv ag 2% and HT1080 IDH1KD tx 0%[9.24 µM].
Screening O=C(Nc1nc2ccccc2n1CCN1CCOCC1)c1ccccc1 returned TDP-43 yeast inh -2%, SW480 rereplic -1%, HT1080-NT tox -11%, HEK293 tox 0%, KB-V1 MDR tox -27%, GLP1R ag 0%, KB-3-1 tox -6%, GLP1R inv ag 13% and HT1080 IDH1KD tx -4%.
O=C(NCCc1cscn1)C1CCC(=O)N(Cc2ccc(Cl)cc2)C1 (centres undefined) was read as TDP-43 yeast inh -23%, SW480 rereplic -1%, HT1080-NT tox 3%, HEK293 tox 15%, GLP1R ag -4%, GLP1R inv ag -8% and HT1080 IDH1KD tx 2%.
`Cc1ccc(NC(=O)C2(c3ccc([N+](=O)[O-])cc3)CCCC2)cc1` gave TDP-43 yeast inh 14%, SW480 rereplic -2%, HT1080-NT tox -18%, HEK293 tox -25%, KB-V1 MDR tox 2%, GLP1R ag -2%, KB-3-1 tox -9%, GLP1R inv ag 10µM* and HT1080 IDH1KD tx 0%.
C/C(=N\NC(=O)c1ccco1)c1cc2ccccc2o1 was read as TDP-43 yeast inh 8%, SW480 rereplic 7%, HT1080-NT tox 23%, HEK293 tox 4%, KB-V1 MDR tox inconclusive, GLP1R ag -2%, KB-3-1 tox -1%, GLP1R inv ag 7% and HT1080 IDH1KD tx 22%.
`CCCc1cc(=O)n2[nH]c(NCc3ccc(CC)cc3)nc2n1` gave TDP-43 yeast inh 8%, HEK293 tox 16%, KB-V1 MDR tox inconclusive, KB-3-1 tox -7% and GLP1R inv ag -18%.
For O=C(O)/C(=C\c1cccc([N+](=O)[O-])c1)c1ccc(S(=O)(=O)N2CCCCC2)s1 the results were TDP-43 yeast inh 10%, SW480 rereplic 1%, HT1080-NT tox 0%, HEK293 tox 3%, KB-V1 MDR tox -8%, GLP1R ag -1%, KB-3-1 tox -7%, GLP1R inv ag 14% and HT1080 IDH1KD tx -3%.
Screening C=CCN1c2ccccc2[C@]23C[C@@H](C(=O)OC)N(C(=O)c4cccs4)C2=NC(C(=O)OC)=C(C(=O)OC)[C@H]13 returned TDP-43 yeast inh 0%, SW480 rereplic 9%, HT1080-NT tox inconclusive, HEK293 tox -20%, KB-V1 MDR tox 0%, GLP1R ag -1%, KB-3-1 tox 0%, GLP1R inv ag inconclusive and HT1080 IDH1KD tx inconclusive.
Screening O=C(Nc1ccc(SC(F)F)cc1)c1ccc(F)cc1 returned TDP-43 yeast inh 0%, SW480 rereplic inconclusive, HT1080-NT tox -9%, HEK293 tox 1%, KB-V1 MDR tox 8%, GLP1R ag 18%, KB-3-1 tox 5%, GLP1R inv ag inconclusive and HT1080 IDH1KD tx -3%.
COc1ccc2c(c1)c(C(=O)CN1CCOCC1)c(C)n2C was read as TDP-43 yeast inh 2%, SW480 rereplic -18%, HT1080-NT tox 9%, HEK293 tox 1%, KB-V1 MDR tox -7%, GLP1R ag -2%, KB-3-1 tox -4%, GLP1R inv ag 22% and HT1080 IDH1KD tx 8%.

Pulled one by one from above:
`COc1cccc(CNC(=S)Nc2cccc(Cl)c2C)c1` gave TDP-43 yeast inh 18µM*, SW480 rereplic -1%, HT1080-NT tox -19%, HEK293 tox inconclusive, KB-V1 MDR tox -25%, GLP1R ag 0%, KB-3-1 tox 1%, GLP1R inv ag inconclusive and HT1080 IDH1KD tx -18%.
Screening CCOc1ccc(N2C(=O)CC(SC(=NC)Nc3ccc4c(c3)OCO4)C2=O)cc1 (centres undefined) returned TDP-43 yeast inh 7%, SW480 rereplic -1%, HT1080-NT tox -11%, HEK293 tox -6%, KB-V1 MDR tox -6%, GLP1R ag -5%, KB-3-1 tox 5%, GLP1R inv ag -33% and HT1080 IDH1KD tx -25%.
